From PubChem BioAssay
Sm TGR inh = S. mansoni TGR enzyme inhibition. Q962Y6. Potency, µM (series often up to 114 µM), inactives show at the top dose activity change, negative = inhibition, hits mostly inhibitors. purified TGR, DTNB reduction, TNB absorbance 405 nm. AID 485364. 360,000 compounds, 3% hits; also: potency is read from the fitted curve at half-maximal effect; nearly all actives have a fitted effect of over 60% in size
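TGR 20 nM + NADPH 100 uM (dispensed conc.), cpd preinc 15 min RT; start with NADPH (500 uM addition) then DTNB (15 mM addition). Kinetic TNB absorbance, 405 nm filter. Four-parameter Hill fit across titration.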
AmpC detergent = AmpC beta-lactamase inhibition with detergent present. P00811. AmpC hydrolysis of nitrocefin, absorbance 480 nm, 0.01% Triton. Potency, µM (top dose mostly 114 µM), for the others: at the top dose activity change, negative = inhibition, most hits filed as inhibitors. 370,000 compounds, 0.041% hits. AID 485294;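 also: potency is read from the fitted curve at half-maximal effect; 0% = no-compound wells and -100% = no-enzyme wells; nearly all actives have a fitted effect of over 25% in size; some results filed as inactive show a strong effect at the top dose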
Target sequence (P00811 whole entry, looked up): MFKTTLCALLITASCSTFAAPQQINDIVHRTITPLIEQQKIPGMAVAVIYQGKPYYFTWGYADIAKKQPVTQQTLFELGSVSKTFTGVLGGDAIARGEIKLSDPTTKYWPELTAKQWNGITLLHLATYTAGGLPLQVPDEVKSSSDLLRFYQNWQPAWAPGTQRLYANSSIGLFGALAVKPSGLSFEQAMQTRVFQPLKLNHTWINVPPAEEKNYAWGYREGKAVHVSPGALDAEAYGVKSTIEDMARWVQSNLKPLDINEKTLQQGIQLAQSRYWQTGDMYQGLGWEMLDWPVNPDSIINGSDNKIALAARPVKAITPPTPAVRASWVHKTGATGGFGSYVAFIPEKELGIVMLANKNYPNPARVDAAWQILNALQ
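AmpC (5.3 nM in the dispensed reagent) in 20 mM phosphate pH 7.0 with 0.01% (detergent screen) or 0.0001% Triton X-100 was preincubated with compounds for 15 min at room temperature. Nitrocefin was then added from an 800 uM solution, and hydrolysis was followed at 480 nm.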
AMA1-RON2 inh = AMA1-RON2 (P. falciparum) interaction inhibition; AlphaScreen AMA1-biotinylated RON2 peptide binding; Potency, µM (series often up to 58.2 µM), inactives show top-dose activity change, negative = inhibition, most hits filed as inhibitors; 360,000 compounds, 0.2% hits; AID 720542;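 also: potency is read from the fitted curve at half-maximal effect; 0% = vehicle wells and -100% = peptide control; nearly all actives have a fitted effect of over 45% in size; some results filed as inactive show a strong effect at the top dose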
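AMA1 (3D7) with his tag at 25 nM final met compounds first, then biotinylated RON2 peptide at 25 nM; detection used donor plus acceptor beads, 10 µg/mL apiece, read by AlphaScreen after 30 min at room temperature.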
TbPYK inhibitor = T. brucei pyruvate kinase inhibition | Potency, µM (highest dose often 76.8 µM), without a hit: top-dose activity, negative = inhibition, actives largely listed as inhibitors | AID 624173 | 410,000 compounds, 0.12% hits | TbPYK enzyme, Kinase-Glo Plus ATP luminescence, 45 min; also: potency is read from the fitted curve at half-maximal effect; nearly all actives have a fitted effect of over 50% in size
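Screened from lowest to highest concentration, compounds were pinned into TbPYK/substrate mixtures, and ADP (130 uM final) was added. Plates sat at room temperature for 45 min prior to Kinase-Glo Plus detection by luminescence.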
LmPK inhibitor = LmPK (Leishmania mexicana) enzyme inhibition | purified LmPK, Kinase-Glo ATP luminescence, 1 h | Potency, µM (series often up to 57.5 µM), for the others: at the highest dose activity change, negative = inhibition, most hits filed as inhibitors | 290,000 compounds, 0.37% hits | AID 1721; also: potency is read from the fitted curve at half-maximal effect
Target sequence (Q27686 whole entry, looked up): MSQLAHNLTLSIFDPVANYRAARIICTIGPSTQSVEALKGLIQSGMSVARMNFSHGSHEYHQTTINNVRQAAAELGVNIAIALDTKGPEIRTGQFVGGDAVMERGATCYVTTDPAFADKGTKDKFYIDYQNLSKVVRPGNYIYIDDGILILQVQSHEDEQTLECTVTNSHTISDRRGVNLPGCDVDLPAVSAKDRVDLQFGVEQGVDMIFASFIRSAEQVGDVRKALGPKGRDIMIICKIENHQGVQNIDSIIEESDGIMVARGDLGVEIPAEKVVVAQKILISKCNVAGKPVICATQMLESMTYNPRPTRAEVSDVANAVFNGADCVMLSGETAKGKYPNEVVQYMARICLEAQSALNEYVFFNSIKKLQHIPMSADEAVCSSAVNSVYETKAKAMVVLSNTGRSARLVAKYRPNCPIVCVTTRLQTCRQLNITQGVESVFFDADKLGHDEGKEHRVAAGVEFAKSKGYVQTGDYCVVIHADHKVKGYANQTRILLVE
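Purified LmPK (0.1 nM) converted ADP (0.1 mM) to ATP with PEP (0.5 mM) in imidazole buffer pH 7.2 with KCl and MgCl2, 1 h at room temperature. ATP was read by Kinase-Glo luminescence; data normalized to uninhibited and no-enzyme controls.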
AmpC no deterg = blocks E. coli AmpC beta-lactamase in detergent-free assay | P00811 | AmpC nitrocefin hydrolysis, absorbance 480 nm, 0.0001% Triton | Potency, µM (highest dose often 57.1 µM), without a hit: at the top dose activity change, negative = inhibition, most hits filed as inhibitors | 330,000 compounds, 0.52% hits;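 also: potency is read from the fitted curve at half-maximal effect; plate controls were no compound for no effect and no enzyme for full effect; nearly all actives have a fitted effect of over 20% in size; some results filed as inactive show a strong effect at the top dose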
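AmpC (5.3 nM in the dispensed reagent) in 20 mM phosphate pH 7.0 with 0.01% (detergent screen) or 0.0001% Triton X-100 was preincubated with compounds for 15 min at room temperature. Nitrocefin was then added from an 800 uM solution, and hydrolysis was followed at 480 nm.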
HCMV inh = inhibitors of human cytomegalovirus. 410,000 compounds, 4.5% hits. AID 1259415. activity change, negative = inhibition, % at 57.5 µM. HFF cells, HCMV-luciferase reporter, 72 h; stronger effect = lower value; in the data active = activity change below about -60%; inconclusive = no clear call, values can overlap the other calls; inactive = above about -39%
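Cell-based, HFFs, 1000 cells/well, 16 h 37C; cpds in DMSO + HCMV-luc, MOI 1 PFU/cell; 72 h 37C; OneGlo luminescence after 5 min RT; norm. to buffer vs Salinomycin 10uM.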
Numbers without * were called inactive; ? = inconclusive; nt = no result given; [ ] = dose if it differs, or a comment. Unless noted, calls follow the shape of the dose curve; as a rule, active = well fitted curve in the direction sought with a large enough effect; inconclusive = small, poorly fitted or top-dose-only effect, or another doubt; inactive = no such curve, though single readings can be large; an effect the other way counts as inactive or inconclusive. Unless noted, % is scaled to controls: 0 for no effect and ±100 for the full control effect.

Results follow in this order: Sm TGR inh, AmpC detergent, AMA1-RON2 inh, TbPYK inhibitor, LmPK inhibitor, AmpC no deterg, HCMV inh
1	COc1ccc(CCNC(=O)C2CCN(S(=O)(=O)N3CCCCC3)CC2)cc1OC
    4%, 2%, 7%, 2%, -6%, 25%, -10
2	CCC(C(=O)OCC(=O)N1CCN(S(=O)(=O)c2ccc(C)cc2C)CC1)c1ccccc1 (stereo not given)
    0%, 6%, 10%[11.6 µM], -4%, nt, 31%, ?
3	CCOC(=O)c1ccc(N2CCN(c3cc(Cl)ccc3C)CC2)c(NC(=O)Nc2ccc(OCC)cc2)c1
    -3%, 1%, nt, 1%, nt, nt, 19
4	Cc1cc(-c2ccc(Br)cc2)n[nH]1
    8%, -6%, -1%, -3%, -1%, -37%, -39
5	COc1ccc(C)cc1NC(=O)c1cc(S(=O)(=O)NCCC2=CCCCC2)ccc1F
    10%, 8%, nt, -4%, nt, nt, -17
6	COc1ccc(CCNc2c3ccccc3nc3ccccc23)cc1OC
    19%, -4%, 6%, 3%, 0%, -24%, -102*
7	CCC(=O)Nc1ccc(NC(=O)CSc2nnc(C(C)C)n2C)cc1
    26%, -7%, 20%, -12%, -3%, 4%, 20
8	CC(C)(C)C(=O)Nc1nnc(CSCc2ccccc2F)s1
    2%, -7%, 0%, 3%, 2%, 8%, ?
9	Cc1cc(C)cc(SCc2noc(C(=O)NC(C)C)c2C(=O)O)c1
    5%, 0%, -1%, -1%, 3%, -27%, -38
10	CN1C(=O)C(O)(c2nnc(-c3ccccc3)o2)c2ccccc21 (stereo not given)
    -4%, -7%, 10%, 0%, -1%, -13%, -16
11	CC(C)CNC(=S)NNC(=O)c1csc2c1CCC(C)C2 (stereo not given)
    -14%, 0%, 41%[activator], -5%, 3%, -42%, ?
12	COC(=O)[C@]1(S(=O)(=O)c2ccccc2)C[C@@H]2ON=C(c3ccc(OC)cc3)[C@@H]2C1
    ?, -15%, 8%, -6%, -1%, -14%, 13
13	CC(C)CC(NC(=O)c1ccco1)C(=O)Nc1ccc2c(c1)OCCO2 (stereo not given)
    -5%, 2%, -1%, -14%, 9%, -26%, -5
14	CC1CCc2nn(CC(=O)NC3CCCC(C)C3C)cc2C1 (stereo not given)
    4%, -8%, 2%, 1%, 5%, 1µM*, -31
15	NC(=O)c1cc[n+](CC(=O)c2ccc(NC(=O)c3ccccc3)cc2)cc1
    -6%, 3%, 8%, -21%, 1%, -19%, 12
16	COc1ccc2cc3cc(C(=O)N4CCN(C5CCCCC5)CC4)oc3nc2c1
    0%, 1%, 13%, -6%, 6%, -22%, nt
17	Cc1ccc(NC(=O)/C=C\C(=O)N(c2ccc(C(C)C)cc2)C(C(=O)NCc2ccco2)c2ccc(F)cc2)cc1 (stereo not given)
    -26%, 1%, nt, -2%, nt, nt, -82*
18	O=C(N/N=C/c1cc([N+](=O)[O-])ccc1O)Nc1ccccc1
    8%[57.1 µM], 0%, 45%[activator], 3%, -5%, -28%, 6
19	COC(=O)c1sccc1NC(=O)Nc1ccc(C)cc1
    -10%, -8%, -9%, -27%, -22%, -57%, 31
20	Cc1nnc(NC(=O)c2ccccc2F)s1
    -10%, -10%, -1%, -2%, 1%, -4%, 35
21	COc1ccc(-c2noc(N3CCN(c4ccc(C)cc4)C(C)C3)n2)cc1OC (stereo not given)
    0%, -1%, nt, 4%, nt, nt, 0
22	Cc1cccc(C)c1NC(=O)COC(=O)c1c(C)nn(-c2ccccc2)c1C
    -10%, ?, 8%, 1%, nt, 15%, -39
23	CC1(C(=O)N2CCCCC2)CCN1C(=O)c1ccccc1CCc1ccccc1 (stereo not given)
    nt, nt, -5%, 6%, nt, nt, -21
24	COc1cccc(Nc2cc(N3CCOCC3)c3nonc3c2[N+](=O)[O-])c1
    0%, ?, 8%, -8%, 1%, -12%, -39
25	Cc1nc(SCC(=O)c2cccc([N+](=O)[O-])c2)n[nH]1
    -13%, -9%, 6%, ?, 1%, -27%, -1
26	O=C(CSc1nc2ccccc2c(=O)n1Cc1ccccc1)NCc1ccco1
    -4%, -9%, 3%, -4%, 8%, -17%, -10
27	COc1ccc(C(=O)NCCSc2ccc(C)cc2)cc1
    -10%, -9%, 13%, -2%, 1%, -21%, -22
28	O=C(NCC1CCCO1)c1ccc(CSCc2cccc(F)c2)o1 (stereo not given)
    ?, 0%, -3%, -1%, -9%, -7%, ?
29	CCN(C(=O)C1CCCN(S(=O)(=O)c2c(C)noc2/C=C/N(C)C)C1)c1cccc(C)c1 (stereo not given)
    -4%, -8%, nt, -1%, nt, nt, -3
30	Cc1cc(C)c(S(=O)(=O)N2CCN(C(=O)c3ccc4c(c3)OCO4)CC2)c(C)c1
    12%, 5%, -3%, -3%, 0%, 54%, -33
31	O=C(NCc1ccco1)c1ccc2c(c1)C(=O)N(C1CCCCC1)C2=O
    26%, 1%, 5%, 0%, 1%, -12%, 16
32	CCOC(=O)c1oc2ccccc2c1NC(=O)COc1ccc(F)cc1
    5%, 4%, 8%, -3%, 3%, -12%, -3
33	Cc1cccc(-n2nc(CC#N)c(C#N)c2N)c1
    -1%, 0%, 17%, 5%, 4%, -12%, -12
34	CC12c3ccccc3C(c3ccccc31)C1C(=O)N(Cc3cccnc3)C(=O)[C@H]12 (stereo not given in full)
    -4%, -13%, 2%[11.6 µM], 0%, 1%, -6%, -26
35	COc1ccccc1N1CCN(C2CCCN(C(=O)CCC(C)=O)C2)CC1 (stereo not given)
    -1%, ?, -2%, 0%, 2%, -10%, 22
36	C[C@@H](C(=O)Nc1cccc(S(=O)(=O)N2CCOCC2)c1)N1C(=O)C2CC=CCC2C1=O (stereo not given in full)
    5%, 0%, -13%, 0%, -2%, 37%, -15
37	CC(C)(C)NC(=O)CN(Cc1ccc2c(c1)OCO2)C(=O)CNS(=O)(=O)c1ccc(F)cc1
    -8%, 3%, -3%, -2%, -3%, -14%, -16
38	Cc1ccc(C(CC(=O)N2CCCC2)c2ccccc2)c(O)c1C (stereo not given)
    0%, 4%, -2%, -5%, 8%, 9%, 1
39	OCc1ccccc1N=c1ssnc1Cl
    ?, ?, nt, nt, 3%, -13%, nt
40	CCCCN(CC)C(=O)C1CCCN(c2ncnc3c2nc2n3CCCCC2)C1 (stereo not given)
    5%, 23%, nt, 0%, nt, nt, -5
41	Cc1ccc2oc(C(=O)Nc3ccc(S(=O)(=O)N4CCCCCC4)cc3)cc(=O)c2c1
    4%, 23%, nt, 0%, nt, nt, 5
42	O=C(c1ccc(OC2CCN(Cc3cccc(OCCO)c3)CC2)cc1)N1CCCC1
    -5%, ?, -1%, -12%, -10%, 134%[activator], -4
43	Cc1cccc2cc(CN(Cc3ccc(F)cc3)C(=O)N3CCOCC3)c(=O)[nH]c12
    -9%, -1%, 1%, 4%, 3%, -15%, 25
44	COc1ccccc1OCC(=O)NCCc1nc2ccccc2[nH]1
    0%, 2%, 3%, -2%, -1%, -2%, 77
45	COc1ccc(-c2oc(=O)c3cc(OC)c(OC)cc3c2/C=C/c2ccc([N+](=O)[O-])cc2)cc1
    nt, nt, -3%, 1%, nt, -16%, 23
46	O=C(COC(=O)c1cccs1)c1ccc2ccccc2c1
    1%, -15%, 9%, 3%, -3%, -24%, -4
47	O=C(CSc1ccc(-c2cccs2)nn1)Nc1cccc(F)c1
    -4%, -11%, nt, 1%, nt, nt, -29
48	Cc1ccc(C(=O)Nc2cccc(S(=O)(=O)N3CCCCC3)c2)cc1S(=O)(=O)N1CCOCC1
    nt, nt, -3%, 1%, nt, nt, -37
49	O=C(Nc1ccn(CCCNCC2CCCCC2)c(=O)n1)OCc1ccccc1
    nt, nt, -1%, -2%, nt, nt, -18
50	CN(Cc1ccccc1)C(=O)CN1C(=O)c2ccccc2C1=O
    -10%, -10%, -1%, -10%, 0%, -4%, -7
51	O=C(NCC(=O)N(c1cccc(F)c1)C(C(=O)NC1CCCC1)c1ccco1)c1ccco1 (stereo not given)
    1%, -5%, -12%, 0%, 5%, -9%, -7
52	O=C(COc1ccc(F)cc1)Nc1ccc(S(=O)(=O)Nc2ncccn2)cc1
    -8%, -9%, 2%, 7%, nt, -25%, 22
53	CC(=O)c1c(O)c2ccccc2n(Cc2ccccc2)c1=O
    -10%, -10%, 39%[activator], 1%, 0%, -32%, 147
54	O=C(NCCCN1CCN(c2cccc(Cl)c2)CC1)c1cccc(N2CCCC2=O)c1
    -2%, -12%, -10%, -1%, -6%, 66%[activator], 26
55	CCc1noc(C)c1C(=O)N1CCCC(CCC(=O)NCc2cccc(OC)c2)C1 (stereo not given)
    15%, 5%, 3%, -1%, -8%, 20%, 79
56	COc1cc(NC(=O)C2CC2)c(C(=O)O)cc1OC
    0%, ?, 6%, 3%, -7%, -13%, -14
57	Cc1ccc(C)c(S(=O)(=O)N2CCN(C(=O)c3ccc4ccccc4n3)CC2)c1
    5%, 0%, -7%, 8%, nt, 36%, 0
58	CC(=O)Nc1ccc(S(=O)(=O)Nc2nc3ccccc3nc2Nc2ccc(N)cc2)cc1
    0%, ?, 31%[activator], 1%, 0%, -29%, 0
59	COc1ccc(NC(=O)CN(C)C(=O)c2cc(-c3cccs3)nn2-c2ccccc2)cc1
    5%, ?, 4%, 4%, nt, -7%, -37
60	O=C(Nc1ccccc1)N1CCC(c2ccccc2)C1 (stereo not given)
    4%, -9%, -6%, 0%, -3%, -21%, 56
61	COc1cc(C(=O)OCC(=O)N(CC(C)C)C2CCS(=O)(=O)C2)ccc1OCC(C)C (stereo not given)
    -1%, -8%, 8%, 2%, nt, 196%[activator], -23

Record cards, from the list above:
`CCN(C(=O)C1CCCN(S(=O)(=O)c2c(C)noc2/C=C/N(C)C)C1)c1cccc(C)c1` (stereo not given) is listed with Sm TGR inh: -4%; AmpC detergent: -8%; AMA1-RON2 inh: nt; TbPYK inhibitor: -1%; LmPK inhibitor: nt; AmpC no deterg: nt; HCMV inh: -3
`C[C@@H](C(=O)Nc1cccc(S(=O)(=O)N2CCOCC2)c1)N1C(=O)C2CC=CCC2C1=O` (stereo not given in full) is listed with Sm TGR inh: 5%; AmpC detergent: 0%; AMA1-RON2 inh: -13%; TbPYK inhibitor: 0%; LmPK inhibitor: -2%; AmpC no deterg: 37%; HCMV inh: -15
